PPC-1+TRAIL kill = compounds killing PPC-1 cancer cells with TRAIL present (potentiator screen, no TRAIL-free arm) | PPC-1 cells + TRAIL, ATPLite viability luminescence | cell killing (% activity), % at 4 µM | 220,000 compounds, 0.41% hits;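 active = cell killing above 50% in the first pass at 4 µM, then a duplicate retest at 5 µM averaging 50% or more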;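 note: plate controls were cells with TRAIL plus DMSO for no effect and medium-only wells lacking cells for full effect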
Calpain2 inh = calpain II (pig) inhibition; purified calpain II, fluorogenic peptide substrate, 30 min; inhibition, % at 16 µM; 220,000 compounds, 0.37% hits; AID 1236;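 active = inhibition above about 50%, limit read from the data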
Thrombin inh = thrombin (human) inhibition; P00734; alpha-thrombin, Boc-VPR-AMC fluorogenic substrate cleavage; inhibition, % at 5 µM; 220,000 compounds, 0.26% hits;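 active = inhibition at or above 40%; inactive = inhibition below 40%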;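 note: 0% = enzyme with no compound and 100% = wells without enzyme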
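Assay system: human alpha-thrombin enzyme. Reagent: Boc-VPR-AMC substrate, 15 µM final. Compound dosing: one concentration per compound, 5 µM, with 0.2% DMSO. Incubation: room-temperature reaction. Technique: AMC fluorescence, 355/460 nm. Measure: % inhibition relative to enzyme controls and enzyme-free blanks.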
Furin inh = inhibitors of human furin; AID 463115; 220,000 compounds, 0.061% hits; inhibition, % at 30 µM; P09958; purified furin, fluorogenic substrate cleavage; in the data active = inhibition above about 25%; note: inactives centre near -15
TRPML3 agonist = agonists of human TRPML3 channel; Q8TDD5; HEK293 TRPML3-YFP, Fluo-8 calcium fluorescence; 100% = the carbachol control signal; activation, % at 3 µM; 220,000 compounds, 0.29% hits; AID 1448;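 active = activation above its plate's cutoff, the mean activation of the plate's test wells plus 3 SD, cut at about 12% in these data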;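 note: 0% = DMSO only wells and 100% = carbachol wells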
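Test system: TRPML3-YFP stable HEK293 cells. Doses: single point at 3 µM. Incubation: dye loading 1 h 37 °C then 30 min ambient, 125 s read. Signal: Fluo-8 calcium dye fluorescence, ex 470-495, em 515-575 nm. Measure: percent activation from peak-to-basal fluorescence ratio, scaled between DMSO and carbachol.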
EBV gp42 inh = blocks Epstein-Barr virus glycoprotein 42 binding. Fluorescence polarization binding assay, mP read-out. inhibition, % (tested at 21.74 µM). 220,000 compounds, 0.42% hits; in the data active = inhibition above about 50%
Cl transport mod = modulators of human KCC2 chloride dependent transport; Q9H2X9; KCC2 cells, thallium flux FluoZin-2 fluorescence; B-score of Tl+ flux slope (higher = more flux/activation; lower = inhibition) at 10 µM; 190,000 compounds, 2.2% hits; AID 1456;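 active = thallium flux slope and its plate-corrected score both differing from the plate sample mean at a set confidence after two filtering rounds, in either direction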;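 note: slope of fluorescence scaled to starting intensity during 10 to 20 s after thallium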
Tb hexokinase = T. brucei hexokinase 1 inhibition | recombinant TbHK1, G6PDH-coupled NADH A340 | inhibition, % at 10 µM | 220,000 compounds, 0.11% hits | AID 1430;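 active = inhibition of 50% or more in the single-dose primary screen; inactive = inhibition below 50%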
TRPN1 ag = zebrafish TRPN1 (NompC) channel agonism; HEK293 zebrafish TRPN1-YFP, Fluo-8 calcium fluorescence; 100% = response to 87 µM carbachol; activation, % at 3 µM; 220,000 compounds, 0.18% hits; AID 1424;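 active = activation above its plate's cutoff, the mean activation of test wells on that plate plus 3 SD, cut at about 19% in these data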;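 note: 0% = DMSO alone and 100% = 87 µM carbachol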
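System: zebrafish TRPN1-YFP in HEK293 cells / Dosing: 3 µM single point / Timing: dye loading 1 h at 37 °C, then 30 min room temperature / Signal: Fluo-8 calcium fluorescence, excitation 470-495 nm, emission 515-575 nm / Read-out basis: percent activation from peak over basal fluorescence ratio, control-normalized / Control set: high carbachol 87 µM, low DMSO alone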
Numbers without * were called inactive; i = inactive; · = not tested or not shown; [ ] = remark or other dose.

SMILES,PPC-1+TRAIL kill,Calpain2 inh,Thrombin inh,Furin inh,TRPML3 agonist,EBV gp42 inh,Cl transport mod,Tb hexokinase,TRPN1 ag
O=C(Nc1ccc(F)cc1)c1nc2c(nnn2Cc2cccc3ccccc23)c(=O)[nH]1,11,-8,-1,-23,0.9,-3,-1.4,-9,1.4
CCn1cc(C(=O)Nc2nnc(C)s2)c(=O)c2cc(F)c(N3CCN(C(=O)c4ccco4)CC3)cc21,·,·,·,-17[20 µM],0.3,·,-1.6,1,-0.5
Cc1ccc(CN2C(=O)CCC2C(=O)NCc2cccnc2)cc1 (centres undefined),19,-7,-4,-17[20 µM],0.2,-19,0.25,4,0.6
COc1ccc(NC(=O)N2CCCC(C(=O)NC(C)C)C2)cc1 (centres undefined),14,-14,-3,-18[20 µM],0.4,-15,-0.037,8,-0.5
Cc1ccc(NC(=O)c2cc(S(=O)(=O)c3ccccc3)ccc2Cl)cc1,7,6,3,0[20 µM],0.6,-10,-0.8,-4,-0.6
CCOC(=O)Cc1csc(NC(=O)C2CCCN(S(=O)(=O)c3cnc[nH]3)C2)n1 (centres undefined),36,-1,0,-24,0.6,-23,·,-10,0.5
CC(C)COC(=O)c1ccccc1N1C(=O)C2C3CCC(C3)C2C1=O (centres undefined),-2,-12,-5,-30,-0.3,3,-0.012,3,-1.4
Cn1c(=O)c(C(=O)c2ccccc2)nc2ccccc21,-8,24,-4,-5,-0.2,-12,0.78,-2,1.2
Cc1ccc(S(=O)(=O)Nc2cc(=O)[nH]c(SCc3ccc(Cl)cc3)n2)cc1,3,16,-6,-7,0.0,-5,0.94,1,0.7
Cc1nn2c(N)csc2nc1=O,3,-84,-5,-30,-1.0,13,0.028,7,0.7
CCn1c(Cc2ccccc2)nnc1SCC(=O)Nc1ccccc1O,-24,11,3,-29,0.3,-1,-0.66,0,-0.7
Cc1ncc(N=Nc2ccc(F)cc2)c(-c2ccc(Cl)cc2)n1,30,-13,-11,-15[20 µM],1.2,-6,·,-6,0.8
O=C(NC1CCCCCCC1)c1c(O)c2ccccc2[nH]c1=O,-7,13,-5,0,0.9,-23,-0.25,4,2.0
C=CCn1c(C)cc(C(=O)Cn2c(C(C)O)nc3ccccc32)c1C (centres undefined),7,2,-6,-9,0.8,-10,0.16,-2,2.2
CCOc1ccc(S(=O)(=O)Nc2ccc(S(=O)(=O)N3CCOCC3)cc2)cc1,8,17,-1,-12[20 µM],0.2,-5,-1.7,3,1.7
COc1ccc2c(c1)cc(C(O)c1ccccn1)n2S(=O)(=O)c1ccccc1 (centres undefined),19,0,-3,-17,0.2,-9,0.22,-6,0.8
O=c1c2ccccc2nc2n1C(CSc1ccccc1)CS2 (centres undefined),-2,-4,-5,-10,0.1,2,0.061,-5,0.9
C/C=C/C(=O)OCC(=O)Nc1ccc(C)c(S(=O)(=O)N(C)C)c1,7,-57,-13,-24,1.2,-2,-0.19,-4,-0.5
Cc1cc(C)n(-c2ccc(C(=O)Nc3cc(S(=O)(=O)N(C)C)ccc3Cl)cc2)n1,2,-13,-9,-11,0.9,-15,1.8,-2,4.9
Cc1cccc(/C=N/Nc2nncc3ccccc23)c1,77*[5 µM],-3,-4,-7,0.3,13,-0.27,-25,-1.5
CCOC(=O)c1cc(C)[nH]c(=S)c1C#N,0,-1,1,-14,-0.2,-19,·,-9,0.1
FC(F)(F)c1cc(-c2cccs2)nc2nc(N3CCOCC3)sc12,10,-149,-13,-27,0.2,0,-0.77,-5,0.2
O=C(NNc1nc(-c2ccccc2)c2cc(Br)ccc2n1)c1ccc(S(=O)(=O)N2CCOCC2)cc1,11,-86,-6,-11,0.6,-4,-0.89,-3,1.5
COc1ccc(N2CCN(C(=O)CNC(=O)Cn3c(C)cc4ccccc4c3=O)CC2)cc1,-13,-4,0,-5,-0.4,-7,·,25,0.8
O=C(O)CCCNS(=O)(=O)c1cccc2nsnc12,8,22,-4,-5[20 µM],1.3,5,-0.088,-11,0.8
COc1ccc(CNC(C)C2COc3ccccc3O2)c(OC)c1 (centres undefined),9,-6,-4,-19,0.4,11,·,5,-0.1
O=C(CN1C(=O)CSc2ncccc21)NCCN1CCOCC1,16,-11,1,-23,0.9,-9,1.1,-11,-0.5
COc1cc(N=c2ssnc2Cl)cc(OC)c1OC,-4,-8,-1,-5,0.7,-42,0.31,23,0.2
COc1cc(NC(=S)Nc2ccc(OC(F)F)cc2)cc(OC)c1,4,-11,-13,-16,1.0,4,-1.8,-8,0.8
CCOc1ccc(N2C(=O)CC(NC3CCCCNC3=O)C2=O)cc1 (centres undefined),31,2,1,-21[20 µM],1.1,-6,1,-1,-0.1
CC(C)(C)c1cc(-c2ccco2)c(C#N)c(SCC#N)n1,-3,-23,0,-23[20 µM],1.7,-27,-0.29,3,0.8
Cc1ccc(NC(=O)N2CCSc3ccccc32)cc1,5,42,-1,-11,0.5,0,-0.27,9,-1.5
Cn1cc(CNCC2CCCO2)c(-c2ccc(Oc3ccccc3)cc2)n1 (centres undefined),13,-11,-5,-16,0.0,-10,-0.93,5,1.1
Cc1ccc(C)c2[nH]c(=O)c(CCNC(=O)c3cccs3)cc12,2,6,1,-14,-0.2,-3,-0.34,1,0.0
COc1ccc(-c2nc(-c3cccc(C)c3)nc(Cl)c2C#N)cc1,1,-44,-2,-28,0.7,-14,·,-3,0.3
COc1ccc(-c2nc(SC)n(C)c(=O)c2C#N)cc1OC,25,-248,-1,-9,0.5,-8,0.032,-33,1.2
O=C(COC(=O)Cn1cnc2ccccc2c1=O)Nc1cc(Cl)ccc1[N+](=O)[O-],36,4,65*,-9,0.9,-8,-2.1,-11,-1.8
Cc1cccc(C(=O)Nc2ccc(N3CCN(c4ccc(C(F)(F)F)cn4)CC3)nc2)c1,-5,10,-4,-10,-0.6,-27,0.053,-34,2.2
CC(=O)NC1=NN(C(C)=O)C(C)(c2ccco2)S1 (centres undefined),·,-23,5,-31,1.2,-29,-0.036,0,0.5
CC1=CC2=NC(=O)/C(=C\c3cc(C)n(-c4ccc(F)cc4)c3C)C(=N)N2O1,13,-68,11,-11,0.4,8,-0.5,-5,0.9
CCOC(=O)c1cn(Cc2ccccc2)nn1,27,6,-6,-7,1.0,-3,2.2,5,1.8
CC(C)Oc1ccc(CSC(=N)N)cc1,16,-2,6,-25[20 µM],0.1,0,0.17,6,-0.1
COc1cccc(C(=O)NC(=O)Nc2cc(C)on2)c1,11,14,-7,-20,0.5,8,0.84,-6,-1.3
CCC(Cc1ccccc1)NC(=O)CN(C)S(=O)(=O)c1ccc2c(c1)c(=O)n(C)c(=O)n2C (centres undefined),15,1,-2,-19,1.5,-14,·,-13,-0.7
COC(=O)c1cc(C#N)c(Oc2cccc(C)c2C)nc1C,-1,6,-1,-12[20 µM],0.4,-10,·,-1,-1.0
COC(=O)CN1C(C)=Nc2ccc(Br)cc2C1c1ccccc1 (centres undefined),-3,-33,0,-10[20 µM],0.0,6,·,-1,0.2
CCc1cc2c(=O)c(-c3nc4ccccc4n3C)c(C)oc2c(CN(CC)CC)c1O,7,-444,-5,-8[20 µM],1.0,-12,·,-34,1.0
COc1ccc(OC)c(S(=O)(=O)N2CCN(C34CC5CC(CC(C5)C3)C4)CC2)c1,5,27,-6,-31,-0.4,-4,0.26,5,-0.3
CC(=O)C1=C(O)C(=O)N(c2cccnc2)C1c1ccc([N+](=O)[O-])cc1 (centres undefined),17,-8,3,-4,1.4,-11,-1.1,-26,0.9
Cc1ccc(-n2nnnc2SC(C(=O)c2c[nH]c3ccccc23)c2ccccc2)cc1 (centres undefined),-11,-17,-4,-16,0.1,-16,-0.00089,-5,1.4
N#Cc1c(-c2cccs2)cc(-c2cccnc2)nc1N,-21,i,-11,-7,0.4,7,·,-17,0.8
c1ccc(N2CCN(Cc3cn4cccnc4n3)CC2)cc1,14,-13,1,-7,0.9,-27,1.6,-12,0.4

Whole records from above.
COC(=O)c1cc(C#N)c(Oc2cccc(C)c2C)nc1C is entered as PPC-1+TRAIL kill = -1; Calpain2 inh = 6; Thrombin inh = -1; Furin inh = -12[20 µM]; TRPML3 agonist = 0.4; EBV gp42 inh = -10; Cl transport mod = ·; Tb hexokinase = -1; TRPN1 ag = -1.0
COc1cccc(C(=O)NC(=O)Nc2cc(C)on2)c1 is entered as PPC-1+TRAIL kill = 11; Calpain2 inh = 14; Thrombin inh = -7; Furin inh = -20; TRPML3 agonist = 0.5; EBV gp42 inh = 8; Cl transport mod = 0.84; Tb hexokinase = -6; TRPN1 ag = -1.3

Taken from above.
`CCOC(=O)c1cn(Cc2ccccc2)nn1` in TRPN1 ag: 1.8
`COc1ccc(OC)c(S(=O)(=O)N2CCN(C34CC5CC(CC(C5)C3)C4)CC2)c1` in Thrombin inh: -6

An excerpt from above in order of the EBV gp42 inh value, falling:
| mol | EBV gp42 inh |
| --- | --- |
| Cc1ccc(NC(=O)N2CCSc3ccccc32)cc1 | 0 |
| COC(=O)c1cc(C#N)c(Oc2cccc(C)c2C)nc1C | -10 |
| CC(=O)C1=C(O)C(=O)N(c2cccnc2)C1c1ccc([N+](=O)[O-])cc1 (centres undefined) | -11 |
| Cc1ccc(-n2nnnc2SC(C(=O)c2c[nH]c3ccccc23)c2ccccc2)cc1 (centres undefined) | -16 |
| c1ccc(N2CCN(Cc3cn4cccnc4n3)CC2)cc1 | -27 |
